Screens: PubChem, The Scripps Research Institute Molecular Screening Center
FBW7 activator: activators of human E3 ligase FBW7; normalized activity (activation), % at 26.1 µM; 650,000 tested, 0.13% active; Q969H0; AlphaScreen FBW7–phospho-cyclin E peptide binding, activator screen; in the data active = normalized activity above about 1.9%;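 also: purified mutant Fbw7 with reduced substrate affinity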
Target sequence (Q969H0 whole entry, looked up): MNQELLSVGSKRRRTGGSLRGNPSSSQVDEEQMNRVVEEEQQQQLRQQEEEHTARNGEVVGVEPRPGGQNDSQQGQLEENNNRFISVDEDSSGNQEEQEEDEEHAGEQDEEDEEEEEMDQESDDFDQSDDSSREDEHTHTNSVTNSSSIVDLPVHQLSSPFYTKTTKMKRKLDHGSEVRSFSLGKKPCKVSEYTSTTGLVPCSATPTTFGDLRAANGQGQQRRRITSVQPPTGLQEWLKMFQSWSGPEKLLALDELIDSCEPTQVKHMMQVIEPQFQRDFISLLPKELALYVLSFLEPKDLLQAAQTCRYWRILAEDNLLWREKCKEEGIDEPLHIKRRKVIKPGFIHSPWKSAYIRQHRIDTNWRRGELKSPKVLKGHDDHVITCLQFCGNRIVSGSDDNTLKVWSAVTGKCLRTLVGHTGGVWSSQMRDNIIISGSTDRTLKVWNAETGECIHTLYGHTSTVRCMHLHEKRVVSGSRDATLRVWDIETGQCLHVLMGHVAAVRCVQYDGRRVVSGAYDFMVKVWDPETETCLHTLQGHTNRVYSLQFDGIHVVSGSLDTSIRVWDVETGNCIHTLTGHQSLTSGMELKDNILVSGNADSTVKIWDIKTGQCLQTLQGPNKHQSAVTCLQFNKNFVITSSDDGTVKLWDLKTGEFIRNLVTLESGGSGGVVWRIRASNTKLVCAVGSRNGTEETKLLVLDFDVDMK
MITF inh: blocks human microphthalmia-associated transcription factor; 650,000 tested, 0.91% active; O75030; inhibition, % at 2.6 µM; AlphaScreen MITF homodimerization, bead proximity signal; in the data active = inhibition above about 50%;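 also: 0% = vehicle wells with protein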
GPR151 ag: activates the human receptor GPR151. Q8TDV0. PathHunter beta-arrestin GPR151 cells, luminescence. activation, % at 11.2 µM. 650,000 tested, 1% active; in the data active = activation above about 4.9%;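 also: 0% = median of compound wells and 100% = cells with positive control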
TEAD-YAP inh: TEAD-YAP interaction inhibition. 640,000 tested, 1.4% active. inhibition, % at 9.12 µM. HEK-TIYL cells, TEAD-Gal4/YAP UAS-luciferase luminescence; in the data active = inhibition above about 32%;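 also: 0% = median of test compound wells and 100% = reference inhibitor wells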
The depositor's hits bear a star.

1: Oc1ccccc1/C=C/c1noc(-c2ccccc2O)n1
2: CCn1c(SCC(=O)Nc2ccc(C)cc2C)nnc1-c1cccn(C)c1=O
3: Cc1c(C(C)NC(=O)c2cccc([N+](=O)[O-])c2)cnn1C (configuration not stated)
4: O=C(NCCN1CCOCC1)c1cc2ccccc2oc1=O
5: CN1CCN(c2cc(-c3ccc(F)cc3)nc(-c3ccccc3)n2)CC1
6: Cc1cccc(OCc2nnc(NC(=O)C(F)(F)F)s2)c1C
7: Cc1ccc(-n2c(=S)sc3c(=O)n(-c4ccccc4)c(SCC(=O)N4CCCCCC4)nc32)c(C)c1
8: CC(=O)Nc1ccc(Nc2cc(-c3ccc(C(=O)N4CCN(C)CC4)cc3)nc(N)n2)cc1
9: O=C(CC[n+]1ccc(/C=N/O)cc1)NCc1ccccc1
10: Cc1ccc(C(=O)N2CCc3nnc(CNC(=O)C4CCOC4)n3CC2)c(C)c1 (configuration not stated)
Assay by compound,1,2,3,4,5,6,7,8,9,10
MITF inh,-4,-3,11,24,4,13,0,16,-12,6
TEAD-YAP inh,-50,4,13,-12,-5,-10,15,0,-9,1
GPR151 ag,-0.5,-1.9,-1.2,0.3,0.7,0.5,-0.6,-1.6,-0.3,-1.0
FBW7 activator,0.1,0.2,0.6,0.0,0.0,-0.4,0.0,0.2,0.0,-0.2

11: CC(=O)Nc1ccc(NC(=O)c2csc(Nc3ccc(N4CCOCC4)cc3)n2)cc1
12: Cc1csc(SCC(=O)c2cc3ccccc3oc2=O)n1
13: O=S(=O)(c1ccccc1)c1nnn2c1nc(Nc1cccc(F)c1)c1ccccc12
14: COCC1CCCN1C(=O)c1cnc2sc(C)c(C)n2c1=O (configuration not stated)
15: N#C/C(=C\Nc1ccccc1)c1nc(-c2cccc([N+](=O)[O-])c2)cs1
16: Cc1ccccc1-n1cc(CNC(=O)CCc2nnc(CCc3ccccc3)o2)cn1
17: O=C(COc1ccc(Br)cc1Cl)Nc1ccccc1
18: CCOc1ccccc1CN1CCN(Cc2ccc(C)o2)CC1CCO (configuration not stated)
19: CCOC(=O)C1CCC(CN(Cc2cccc(Br)c2)S(=O)(=O)c2ccc([N+](=O)[O-])cc2)CC1 (configuration not stated)
20: COc1ccccc1C1SCCN1C(=O)Nc1ccc2ccccc2c1 (configuration not stated)
Assay by compound,11,12,13,14,15,16,17,18,19,20
MITF inh,-3,20,-3,15,1,5,14,4,9,3
TEAD-YAP inh,-1,-33,-3,-5,2,-4,54*,10,6,2
GPR151 ag,-1.2,-2.4,-1.6,-0.7,0.4,-1.1,-0.9,0.2,-1.5,0.8
FBW7 activator,-0.1,0.5,-0.1,0.2,-0.1,0.0,0.4,0.0,0.1,0.1

21: O=C(NCCc1ccccc1)[C@H]1C=CCN1C(=O)C1CC1
22: COc1ccccc1NC(=O)CCS(=O)(=O)c1ccc2c(c1)n(C)c(=O)c(=O)n2C
23: Cc1ccc2c(c1)sc(=NC(=O)c1ccc(S(=O)(=O)N3CCCCC3)cc1)n2C
24: Cc1cc(OCC(=O)N2CCN(C=O)CC2)cc(C)c1Br
25: CC(=O)Oc1ccc(/C=C2/N=C(c3cccc4ccccc34)OC2=O)cc1
26: O=C(CN(c1ccccc1)S(=O)(=O)c1ccccc1)N1CCN(c2ccccc2)CC1
27: CCC(=O)Nc1sc2c(c1C#N)CC(C)CC2 (configuration not stated)
28: COc1ccc2c(c1)OCC(c1nc3cc(-c4cn[nH]c4)c(F)cc3[nH]1)C2 (configuration not stated)
29: Cc1cccc(N(C(=O)c2ccc(Cl)cc2)C2CCS(=O)(=O)C2)c1 (configuration not stated)
30: O=C1N[C@H](Cc2ccccc2)C(=O)N2CCN(C(=O)c3ccc(F)cc3)C[C@H]12
Assay by compound,21,22,23,24,25,26,27,28,29,30
MITF inh,6,6,-1,-3,-5,10,14,-5,8,-7
TEAD-YAP inh,5,-5,-8,9,2,3,-14,84*,-2,-7
GPR151 ag,1.5,-2.8,1.1,3.0,-0.8,0.8,-0.5,0.3,-0.1,0.1
FBW7 activator,0.0,0.1,0.1,-0.1,0.1,0.1,0.3,0.0,0.0,-0.1

31: O=C(CN(Cc1ccccc1)S(=O)(=O)c1ccccc1)Nc1cccc2ccccc12
32: Cc1nc(-c2ccc(Cl)cc2)sc1CCNC(=O)C(C)C
33: CCc1ccc(-c2cc(C(=O)N3CCCCC3)c3ccccc3n2)cc1
34: NC(=O)NNc1cccc2cccnc12
35: COc1ccc(NC(=O)CSc2ccc3nnc(-c4ccc(C)cc4)n3n2)cc1
36: c1csc(CCNc2nccc(Nc3ccncn3)n2)c1
37: COc1ccc(-n2nc(C(=O)N(CCO)c3ccccc3)c3ccccc3c2=O)cc1
38: O=C(NCc1ccc(Cl)cc1)c1cc2ccccn2n1
39: CC(=O)N1CCCN(Cc2ccc(OCC(O)CN(C)Cc3ccccc3)cc2)CC1 (configuration not stated)
40: COc1ccccc1N1CCN(C(=O)Nc2ccc3ccccc3c2)CC1
Assay by compound,31,32,33,34,35,36,37,38,39,40
MITF inh,4,15,8,5,17,0,-3,9,-15,13
TEAD-YAP inh,8,-63,-31,-18,13,-25,-13,-27,-19,1
GPR151 ag,0.2,-0.3,-1.4,0.7,-0.9,0.4,0.0,0.0,-0.8,0.6
FBW7 activator,0.0,0.1,0.2,-1.1,0.3,-0.2,0.2,1.1,0.0,0.1

41: CCOC(=O)C1=C(C)N=c2s/c(=C\c3ccc(C)o3)c(=O)n2C1c1ccc(C(C)C)cc1 (configuration not stated)
42: COc1cc(CN2CCNC(=O)C2CC(=O)N2CCc3ccccc3C2)cc(OC)c1 (configuration not stated)
43: O=C(Cn1cnc2ccccc2c1=O)Nc1nc2ccccc2[nH]1
44: O=C(c1cc2ccccc2oc1=O)N(Cc1ccccc1Cl)CC1CCCO1 (configuration not stated)
45: Cc1cc(NC(=O)c2cccc(Cl)c2)ccc1I
46: Cc1ccc(OCCN2CCCC2)c([N+](=O)[O-])c1
47: CCN(CC)S(=O)(=O)c1cc(C(=O)Nc2nnc(COc3ccc(Cl)cc3)s2)ccc1Br
48: CCN(CC)C(=O)c1sc(N2C(=O)Nc3ccccc3N2O)c(C(=O)OC)c1C
49: COCC(=O)OCC(=O)c1cc(C)n(-c2ccc(Br)cc2)c1C
50: CCOCCCNC(=O)CN1CC(=O)N2CCCC2C1=O (configuration not stated)
Assay by compound,41,42,43,44,45,46,47,48,49,50
MITF inh,-10,-2,8,2,-13,46,-9,12,5,13
TEAD-YAP inh,-5,-4,-2,0,-76,0,8,1,12,1
GPR151 ag,0.9,-1.7,-0.4,0.3,-1.1,5.3*,-0.1,-0.1,-0.9,-2.7
FBW7 activator,0.0,0.0,-0.1,-0.1,0.2,0.1,-0.1,-0.1,-0.1,1.0

51: CCOC(=O)c1sc(NC(=O)c2noc(C)c2[N+](=O)[O-])c(C(=O)OCC)c1C
52: O=C(Nc1cc(C(F)(F)F)ccc1OCC(F)(F)F)c1cc([N+](=O)[O-])ccc1Cl
53: C=CCSc1ncccc1C(=O)NCc1ccc(C)cc1
54: NC(=O)C1CCN(Cc2nnnn2Cc2ccccc2)CC1
55: C=CCN1C(=O)CC(C(=O)OC)C12CCN(CC(C)C)CC2 (configuration not stated)
56: O=C(c1nc2sccn2c1CNCCCn1ccnc1)N1CCCC1
57: Cc1cc(C)cc(OCCCCNCCO)c1
58: OC(CNCc1ccccc1)Cn1c2ccccc2c2ccccc21 (configuration not stated)
59: CC1CN(S(=O)(=O)c2ccc(C(=O)Nc3ccc(-c4nc5ccccc5o4)cc3)cc2)CC(C)O1 (configuration not stated)
60: CC(=O)c1cc(-c2ccccc2)n(CC(=O)N2CCN(Cc3ccccc3)CC2)c1C
Assay by compound,51,52,53,54,55,56,57,58,59,60
MITF inh,15,18,5,-5,2,10,-2,-8,-8,8
TEAD-YAP inh,-2,19,-17,-2,1,5,19,-4,-5,19
GPR151 ag,-0.7,-1.0,-0.8,-1.1,-0.7,0.1,-0.9,-1.5,0.0,0.0
FBW7 activator,0.7,-0.1,1.1,-0.2,0.0,0.1,-0.1,-0.1,-0.3,0.5

61: CCCCC1=NN2C(=N)/C(=C/c3cc(Cl)c(OCCOc4ccccc4C)c(OC)c3)C(=O)N=C2S1
62: COc1cc(CN2CCNC(=O)C2CC(=O)N(C)Cc2ccccc2)cc(OC)c1 (configuration not stated)
63: NC(=O)c1cc2c(ccc3ccccc32)o/c1=N\NC(=O)c1ccccc1
64: CC(=O)Nc1ccc(Nc2ccnc(NCc3cccnc3)n2)cc1
65: CCCCOc1ccc(N2C(=O)CC(NCCc3ccc(S(N)(=O)=O)cc3)C2=O)cc1 (configuration not stated)
66: COc1ccc(C2C(C#N)=C(N)N(N(C)C)C3=C2C(=O)CCC3)cc1OC (configuration not stated)
67: CN1CCN(c2ccccc2NC(=O)c2ccccc2F)CC1
68: COc1ccc(CCNC(=O)C(=O)NC2CCCC2)cc1
69: COC(=O)C(CC(C)C)NC(=O)CCC1CCCCC1 (configuration not stated)
70: O=C(Nc1ccc(Cl)cc1)C1Cc2ccccc2CN1S(=O)(=O)c1cccs1 (configuration not stated)
Assay by compound,61,62,63,64,65,66,67,68,69,70
MITF inh,5,-10,-9,8,2,-2,-2,-6,-5,11
TEAD-YAP inh,-3,-4,8,7,3,14,4,2,4,-6
GPR151 ag,-0.4,0.3,-0.8,-0.3,3.5,-1.2,-1.0,-0.6,0.8,0.4
FBW7 activator,0.2,0.0,-0.1,-0.2,0.2,-0.1,0.2,-0.3,-0.1,-0.1

Some of these compounds in order of length of the SMILES, descending.
61: CCCCC1=NN2C(=N)/C(=C/c3cc(Cl)c(OCCOc4ccccc4C)c(OC)c3)C(=O)N=C2S1
59: CC1CN(S(=O)(=O)c2ccc(C(=O)Nc3ccc(-c4nc5ccccc5o4)cc3)cc2)CC(C)O1 (configuration not stated)
52: O=C(Nc1cc(C(F)(F)F)ccc1OCC(F)(F)F)c1cc([N+](=O)[O-])ccc1Cl
51: CCOC(=O)c1sc(NC(=O)c2noc(C)c2[N+](=O)[O-])c(C(=O)OCC)c1C
65: CCCCOc1ccc(N2C(=O)CC(NCCc3ccc(S(N)(=O)=O)cc3)C2=O)cc1 (configuration not stated)
60: CC(=O)c1cc(-c2ccccc2)n(CC(=O)N2CCN(Cc3ccccc3)CC2)c1C
66: COc1ccc(C2C(C#N)=C(N)N(N(C)C)C3=C2C(=O)CCC3)cc1OC (configuration not stated)
70: O=C(Nc1ccc(Cl)cc1)C1Cc2ccccc2CN1S(=O)(=O)c1cccs1 (configuration not stated)
63: NC(=O)c1cc2c(ccc3ccccc32)o/c1=N\NC(=O)c1ccccc1
49: COCC(=O)OCC(=O)c1cc(C)n(-c2ccc(Br)cc2)c1C
55: C=CCN1C(=O)CC(C(=O)OC)C12CCN(CC(C)C)CC2 (configuration not stated)
64: CC(=O)Nc1ccc(Nc2ccnc(NCc3cccnc3)n2)cc1
Assay by compound,61,59,52,51,65,60,66,70,63,49,55,64
MITF inh,5,-8,18,15,2,8,-2,11,-9,5,2,8
TEAD-YAP inh,-3,-5,19,-2,3,19,14,-6,8,12,1,7
GPR151 ag,-0.4,0.0,-1.0,-0.7,3.5,0.0,-1.2,0.4,-0.8,-0.9,-0.7,-0.3
FBW7 activator,0.2,-0.3,-0.1,0.7,0.2,0.5,-0.1,-0.1,-0.1,-0.1,0.0,-0.2

56: O=C(c1nc2sccn2c1CNCCCn1ccnc1)N1CCCC1
58: OC(CNCc1ccccc1)Cn1c2ccccc2c2ccccc21 (configuration not stated)
67: CN1CCN(c2ccccc2NC(=O)c2ccccc2F)CC1
54: NC(=O)C1CCN(Cc2nnnn2Cc2ccccc2)CC1
69: COC(=O)C(CC(C)C)NC(=O)CCC1CCCCC1 (configuration not stated)
53: C=CCSc1ncccc1C(=O)NCc1ccc(C)cc1
57: Cc1cc(C)cc(OCCCCNCCO)c1
Assay by compound,56,58,67,54,69,53,57
MITF inh,10,-8,-2,-5,-5,5,-2
TEAD-YAP inh,5,-4,4,-2,4,-17,19
GPR151 ag,0.1,-1.5,-1.0,-1.1,0.8,-0.8,-0.9
FBW7 activator,0.1,-0.1,0.2,-0.2,-0.1,1.1,-0.1

More structures follow:
71: CC(=O)Nc1ccc(NC(=O)COC(=O)c2cc(O)[nH]c(=O)c2)cc1
72: CCC(CC)c1nnc(NC(=O)c2cc(C(=O)OC)cc([N+](=O)[O-])c2)s1
73: CCCNC(=S)N1CCC(C(=O)c2ccc(OC)cc2)CC1
74: O=C(CSc1nc2c(c(=O)n1-c1ccc(F)cc1)SCC2)N1CCCc2ccccc21
75: CCOc1ccc(C(=O)Nc2ccc(C(F)(F)F)n(C)c2=O)cc1
Assay by compound,71,72,73,74,75
MITF inh,5,5,9,3,6
TEAD-YAP inh,15,7,8,-2,6
GPR151 ag,1.7,-2.6,1.7,-0.6,2.0
FBW7 activator,0.2,1.2,0.0,-0.1,0.1
